Screening results (PubChem)
cardiac RTF act – cardiac RTF calcium sensitization; P19429+P45379; IANBD-labeled TnC RTF fluorescence at EC20 calcium; 0% EC20 calcium, 100% full calcium; activation, % at 7.2 µM; 340,000 compounds, 0.24% hits;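 active = activation above the mean over all tested compounds plus 3 SD, cut at about 30% in these data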;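 also: rise in fluorescence read as greater calcium sensitivity of cardiac thin filaments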
Keap1 Nrf2 FP – Keap1-Nrf2 (human) interaction inhibition | Q14145 | Keap1 Kelch-Nrf2 peptide fluorescence polarization, 1536-well | inhibition, % at 9.4 µM | 340,000 compounds, 0.15% hits | AID 504523; in the data active = inhibition above about 12%;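 also: human Keap1 Kelch domain with fluorescein labeled Nrf2 9mer peptide probe; 0% = neutral control wells and 100% = peptide positive control; higher means more block of Keap1 binding to Nrf2 peptide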
RTF Ca sens inh – cardiac RTF calcium desensitization; inhibition, % at 7.15 µM; IANBD-labeled cardiac RTF, Ca2+ fluorescence; AID 493244; 340,000 compounds, 0.12% hits; P19429+P45379;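 active = inhibition above the mean inhibition of all tested compounds plus 3 SD, cut at about 17% in these data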;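 also: assay run at fixed EC70 calcium of 1.6 mM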
CAL PDZ FP-1 – inhibitors of human CAL PDZ peptide binding. AID 504414. purified CAL PDZ, TMR-peptide fluorescence polarization, 1 h. Q9HD26. inhibition, % at 20 µM. 330,000 compounds, 0.02% hits;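 active = highest replicate inhibition of at least 40%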;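 also: plate controls were DMSO neutral control wells for no effect and unlabeled competitor peptide control wells for full effect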
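Test system: tagged CAL PDZ domain / Buffer or medium: sodium phosphate/NaCl buffer pH 7.4 with TCEP, IgG, Thesit / Reagent: TMR-labelled reporter peptide T*-PRC34 bound in PDZ groove / Compound dosing: single point, 20 µM / Schedule: 1 h incubation at room temperature before polarization reading / Technique: fluorescence polarization (mP) / Benchmarks: unlabelled peptide, DMSO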
PKA-R2B activ – activates the human PKA-R2B holoenzyme complex | P22694+P31323 | PKA-R2B holoenzyme dissociation, Cy5-IP20 fluorescence polarization; R2B truncated from residue 108, S112A mutant; 0% DMSO only, 100% 113 µM cGMP | activation, % at 11.4 µM | 340,000 compounds, 0.079% hits | AID 504700;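 active = activation above a cutoff set at the mean over all compounds plus 3 SD, cut at about 18% in these data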;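 also: higher means more holoenzyme dissociation and a rise in polarization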
C-LANA FP – inhibitors of KSHV LANA C-terminal domain DNA binding | MBP-C-LANA/FAM-LBS DNA binding, fluorescence polarization | inhibition, % at 9 µM | 340,000 compounds, 0.078% hits;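 active = highest replicate inhibition at or above 60% at 9 µM, even if other replicates fall short; inactive = all replicates below 60% inhibition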;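 also: 0% = neutral control wells and 100% = 4 µM acridine orange control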
DAGLB inh – diacylglycerol lipase beta (human) inhibition | Q8NCG7 | inhibition, % at 5.17 µM | 340,000 compounds, 0.059% hits | HEK293T DAGLB membrane lysate, EnzChek fluorogenic substrate; in the data active = inhibition above about 34%;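 also: 0% = enzyme with vehicle and 100% = wells lacking enzyme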
Target sequence (Q8NCG7 whole entry, looked up): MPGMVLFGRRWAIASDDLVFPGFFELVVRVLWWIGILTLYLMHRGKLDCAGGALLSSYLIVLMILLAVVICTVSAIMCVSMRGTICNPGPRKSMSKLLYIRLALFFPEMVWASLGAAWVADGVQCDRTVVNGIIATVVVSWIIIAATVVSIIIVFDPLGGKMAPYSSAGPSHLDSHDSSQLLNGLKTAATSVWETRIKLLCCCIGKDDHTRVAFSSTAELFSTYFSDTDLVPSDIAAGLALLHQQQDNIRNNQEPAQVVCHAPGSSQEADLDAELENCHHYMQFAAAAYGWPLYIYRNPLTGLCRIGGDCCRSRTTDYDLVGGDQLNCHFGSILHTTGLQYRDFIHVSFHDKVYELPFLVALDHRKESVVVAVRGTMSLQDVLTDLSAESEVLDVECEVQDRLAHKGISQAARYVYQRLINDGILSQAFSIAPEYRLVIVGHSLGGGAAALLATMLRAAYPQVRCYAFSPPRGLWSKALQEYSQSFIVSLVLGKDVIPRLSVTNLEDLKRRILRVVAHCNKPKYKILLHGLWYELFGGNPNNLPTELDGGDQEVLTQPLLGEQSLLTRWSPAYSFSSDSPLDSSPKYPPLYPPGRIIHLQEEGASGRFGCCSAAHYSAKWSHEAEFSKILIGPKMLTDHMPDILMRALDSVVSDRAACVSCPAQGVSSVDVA
Rtt109 Vps75 – inhibitors of Candida albicans Rtt109/Vps75 histone acetyltransferase | 330,000 compounds, 0.16% hits | purified Rtt109/Vps75, ThioGlo CoA-SH fluorescence, 4 h | Q5AAJ8 | inhibition, % at 34.9 µM;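 active = inhibition of at least 50% in every replicate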
Target sequence (Q5AAJ8 whole entry, looked up): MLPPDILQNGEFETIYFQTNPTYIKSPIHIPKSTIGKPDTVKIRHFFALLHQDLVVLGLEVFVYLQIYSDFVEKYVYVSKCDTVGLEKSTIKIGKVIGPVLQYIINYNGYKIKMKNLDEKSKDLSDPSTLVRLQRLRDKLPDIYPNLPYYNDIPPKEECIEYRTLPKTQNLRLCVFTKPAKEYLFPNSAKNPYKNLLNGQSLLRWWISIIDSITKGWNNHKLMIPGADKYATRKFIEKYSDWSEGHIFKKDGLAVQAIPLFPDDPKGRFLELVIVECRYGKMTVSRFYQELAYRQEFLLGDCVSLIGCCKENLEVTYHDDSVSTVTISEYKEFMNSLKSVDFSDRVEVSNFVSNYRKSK
CAL PDZ FP-2 – inhibitors of human CAL PDZ peptide binding. purified CAL PDZ, TMR-peptide fluorescence polarization, 1 h. inhibition, % at 24.9 µM. 300,000 compounds, 0.92% hits. AID 602252;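 active = mean inhibition of at least 30% with at least half of replicates also reaching 30%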;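 also: 0% = DMSO neutral control and 100% = excess unlabeled competitor peptide PRC23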
SR-BI uptake up – activators of SR-BI mediated HDL lipid uptake. CHO ldlA[mSR-BI] cells, DiI-HDL uptake fluorescence, 3 h; 100 = double the neutral-control signal. activation, % at 12.5 µM. 320,000 compounds, 0.096% hits. AID 504775;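 active = mean replicate activation of at least 60% and every replicate at or above 60%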;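 also: 0% = median plate neutral-control signal and 100% = twice that signal; values of inactives mirror those of a sister screen read the other way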
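Material: SR-BI-overexpressing, LDLR-lacking CHO cells; schedule: compound exposure 3 h, 37 °C; reagent: DiI-labelled HDL at 10 µg/mL final; technique: bottom-read fluorescence, 550/595 nm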
* = called active by the depositor; / = no result given.

SMILES	cardiac RTF act	Keap1 Nrf2 FP	RTF Ca sens inh	CAL PDZ FP-1	PKA-R2B activ	C-LANA FP	DAGLB inh	Rtt109 Vps75	CAL PDZ FP-2	SR-BI uptake up
Nc1c(C(=O)Nc2ccc(S(=O)(=O)N3CCCC3)cc2)sc2nc3ccc(OC(F)(F)F)cc3cc12	16.1	-2.1	-21.5	0.0	-8.0	-0.1	6.5	-4.8	-0.1	-41.6
C=CCc1ccc(OC(=O)c2ccccc2)c(OC)c1	1.9	1.3	-1.4	-0.2	-17.2	0.5	-12.9	-8.0	0.2	11.4
O=C(O)c1c2c(nc3ccccc13)/C(=C/c1ccc(O)cc1)CC2	-3.5	-4.7	-5.3	-0.1	8.3	18.9	1.5	/	-6.2	9.7
CCN1CCN(C(=O)c2c(-c3c(F)cccc3Cl)noc2C)CC1	10.5	-0.5	-27.6	-0.6	-6.2	-1.5	0.6	-6.5	0.0	-12.1
O=C(CN(c1ccccc1)S(=O)(=O)c1ccc(F)cc1)NC1CCCCCC1	5.1	-2.1	-6.7	-1.5	-3.2	-1.7	1.1	-6.6	-3.2	25.6
C[C@H]1NC(=O)[C@@]2(C)[C@@H](c3ccccc3)[C@H]3COc4ccccc4[C@@H]3N2C1=O	-3.5	4.4	-5.7	-1.3	-9.1	1.0	-1.3	1.6	-2.7	6.7
Cc1cc(S(=O)(=O)n2ccnc2)c(Cl)cc1Cl	1.7	2.2	7.2	-0.5	9.9	0.5	-1.1	-0.8	1.8	-3.9
COc1cc2c(C#CCCCO)c(-c3ccsc3)oc(=O)c2cc1OC	3.9	1.7	-0.1	-2.0	1.6	0.3	-0.1	3.2	-1.5	-73.5
COc1ccccc1CNc1ncnc2c1cnn2-c1ccccc1	0.6	2.8	-5.1	-3.0	-12.6	0.9	-1.2	-5.1	0.9	-20.6
Cc1ccc(C(=O)COC(=O)c2cccs2)cc1	1.0	2.3	-2.9	-1.3	-3.2	0.2	-4.8	-6.0	-3.7	5.3
COc1ccc(S(=O)(=O)N2CCN(C(c3ccccc3)c3ccccc3)CC2)cc1NC(C)=O	-0.7	3.3	-11.2	-1.8	-1.9	0.2	1.5	-26.1	-1.3	25.8
CC(=O)Nc1ccc(NC(=O)COc2ccc([N+](=O)[O-])cc2)cc1	4.2	1.8	-7.6	0.0	-13.5	1.0	1.5	8.0	-5.0	4.8
O=C(NCCc1ccccc1)C(=Cc1ccc(C(=O)O)cc1)C(=O)NCCc1ccccc1	0.0	0.0	2.5	0.7	-8.1	0.3	-1.4	4.4	4.7	15.0
O=S(=O)(NCCc1csc(-c2cccnc2)n1)c1ccc2c(c1)OCCO2	1.6	-3.7	1.6	-1.0	-3.6	0.4	1.6	-13.3	/	37.5
O=[N+]([O-])c1cc(S(=O)(=O)C(F)(F)F)ccc1Sc1nc2ccccc2s1	2.1	-5.1	-5.3	0.3	4.1	-1.1	-0.8	-1.4	2.8	5.4
CC1CCCCC1NC(=O)COc1ccc(-n2cnnn2)cc1 (centres undefined)	-1.5	-3.1	-5.8	/	-1.9	3.5	-1.5	9.6	3.2	-8.7
Cc1cccc(C)c1N1CCN(c2n[nH]c(N)n2)CC1	-0.6	-1.5	1.9	0.0	-1.4	3.3	2.0	7.3	-4.0	4.2
Cc1ccc(S(=O)(=O)Nc2ccc3nc(C)sc3c2)cc1	5.7	-2.2	4.7	-1.7	-13.1	-0.8	-1.2	-10.2	-0.4	1.9
Cc1nc(NC(=O)C2CCCC2)sc1Cc1ccc2c(c1)OCO2	-1.7	-0.6	-7.2	-2.6	-4.2	-0.3	1.0	/	1.0	27.9
COC(=O)N/N=C(C)\C=C\c1ccco1	0.5	-2.5	6.3	-2.2	-1.8	-1.0	-1.7	21.9	-3.9	-5.7
COc1ccc(C(=O)NC(=S)Nc2nnn(C)n2)cc1	7.2	-2.0	-0.3	-0.9	-5.9	-0.8	-1.5	-7.6	11.8	0.5
O=C(c1ccccc1SCc1ccc(F)cc1)N1CCOCC1	3.4	7.2	-5.9	-0.7	-0.6	-0.6	-1.9	-4.4	/	40.4
O=C(Nc1ccccc1N1CCCCC1)c1cnccn1	-1.0	-0.3	-7.1	0.4	-14.2	0.2	-12.2	6.5	0.7	-56.5
Cc1ccc(S(=O)(=O)N2CCOCC2)cc1C(=O)Nc1ccccc1N1CCCC1	2.1	-1.4	3.2	-0.3	-3.0	0.2	-2.4	-1.0	-1.4	17.3
CN(Cc1ccccc1)C(=O)c1cccc(NC(=O)Cc2ccc(NC(=O)C3CCN(C(=O)C4CCCC4)CC3)cc2)c1	0.7	1.1	0.0	1.2	-7.4	-0.4	-4.8	-4.0	-0.9	-65.7
More compounds follow:
SMILES	cardiac RTF act	Keap1 Nrf2 FP	RTF Ca sens inh	CAL PDZ FP-1	PKA-R2B activ	C-LANA FP	DAGLB inh	Rtt109 Vps75	CAL PDZ FP-2	SR-BI uptake up
CC(C)CNC(=S)NC1CC2CCCC(C1)N2Cc1cccs1 (centres undefined)	-0.8	-4.1	-5.9	-1.7	-0.1	-0.2	0.2	2.4	-2.6	16.3
Cc1ccc(-n2c(C)cc(/C=N/NC(=O)c3ccncc3)c2C)c(C)c1	0.6	-1.8	-4.1	-2.8	3.2	-1.8	0.3	7.0	-8.1	23.9
CC(C)(C)CC(C)(C)NCC(O)COCCOc1ccc(Br)cc1 (centres undefined)	1.2	-1.6	-0.8	-1.5	-0.2	1.2	-1.2	25.0	-1.7	-18.6
Cc1onc(-c2ccccc2Cl)c1C(=O)Nc1ccc(OCC(=O)N2CCOCC2)cc1	0.9	-6.1	-4.0	-0.6	-2.3	0.7	0.8	-20.9	/	12.4
O=C(CN1C(=O)c2ccccc2C1=O)N1CCOCC1	-5.2	2.4	-9.6	0.9	3.9	-0.4	-1.0	2.2	-8.3	4.4
Cc1cc(C)n(-c2nnc(C)n2N)n1	3.2	-2.0	-4.6	0.8	9.3	-1.2	0.8	-2.9	-2.6	5.0
Cc1cc(N/N=C(/CCC(=O)O)C(=O)O)nc2ccccc12	0.6	-7.3	-3.1	-1.3	5.2	0.7	0.7	3.4	-1.6	31.0
CCS(=O)(=O)N1Cc2ccccc2CC1C(=O)N1CCN(c2ccccc2)CC1 (centres undefined)	-2.1	-2.6	-3.4	-0.2	-12.6	1.7	-0.3	6.6	-3.4	24.9
CC(=O)C1=C(C)NC2=C(C(=O)c3ccccc32)C1c1ccccc1 (centres undefined)	0.9	-3.6	1.4	1.0	-5.6	-1.5	17.1	9.4	/	-3.2
CCOC(=O)c1oc2cccc(O)c2c1CN(Cc1ccccc1)C(C)=O	0.8	-4.0	-5.0	-0.4	-2.8	0.1	0.3	7.1	-2.4	-64.7
Cc1cc(C)cc(C(=O)NCC(=O)OCC(=O)NC2CC2)c1	-0.6	0.7	-4.3	0.5	-0.3	1.4	0.7	-2.5	-0.7	2.4
CCc1ccc(/C=N/Nc2nn[nH]n2)cc1	9.4	-1.3	-7.2	-0.1	-20.5	1.2	1.4	4.7	-3.4	30.9
CCN(CC)CCNC(=O)C1c2ccccc2C(=O)N(CCOC)C1c1ccc(F)cc1 (centres undefined)	-3.0	2.0	9.3	-0.4	-3.3	0.4	-0.7	-16.0	6.1	-6.3
CCC1CCCCN1CCNC(=O)C1CCN(S(=O)(=O)c2c(C)noc2C)CC1 (centres undefined)	3.1	-0.3	-1.2	-0.4	0.0	-0.5	0.5	-3.5	1.9	14.5
O=C(CN1CCCCC1)NNc1nc(-c2ccccc2)c2cc(Cl)ccc2n1	1.6	-3.5	-2.1	-3.3	3.6	0.7	-0.7	-4.2	-4.1	25.4
O=C(/C=C/c1cccc(O)c1)c1ccc(N2CCOCC2)cc1	-2.1	1.4	-6.9	-2.7	-12.7	-0.1	2.1	26.3	-5.6	/
C=CCN(C(=O)COc1ccccc1)c1nnc(-c2ccncc2)s1	-5.4	5.1	-3.1	0.1	-5.6	-1.4	-0.1	3.6	-2.7	-15.8
Cc1ccc(C(C(=O)NC2CCCCC2)N(CCCN2CCOCC2)C(=O)c2snc(C(N)=O)c2N)cc1 (centres undefined)	1.0	-2.5	0.9	-0.9	3.3	1.9	0.0	-7.6	-0.5	/
Cc1ccc(S(=O)(=O)N2CCN(C(=O)CCOc3cc(C)ccc3C)CC2)cc1	-0.6	-2.9	2.5	-1.4	-8.7	0.7	-3.5	-6.1	-2.2	-4.7
CCOC(=O)N1CCC(NC(=O)c2ccc3c(c2)N(C)C(=O)/C(=C/c2cccc(OC)c2)S3)CC1	-1.6	-0.6	-9.2	-0.5	-5.1	-0.5	-1.9	-6.6	3.1	-74.9
CCC1CCC2(CC1)NC(=O)N(CC(=O)Nc1cccc(S(=O)(=O)N(C)c3ccccc3)c1)C2=O (centres undefined)	0.7	-6.7	-7.0	-4.0	-4.8	-1.8	0.8	3.5	-1.6	-2.5
O=C(COC(=O)c1c2c(nc3ccccc13)/C(=C\c1cccs1)CCC2)Nc1ccccc1	2.6	-0.1	-3.0	-1.0	7.6	1.7	-7.4	-13.9	-3.3	-46.8
CC(=O)N1CC2(C)CN(C(C)=O)CC(C)(C1)C2	-1.7	-0.1	-8.8	-2.0	-7.6	0.7	0.5	-5.0	0.3	31.8
O=C(Nc1ccc2c(c1)nc1n2CCSC1)c1ccco1	3.1	-5.9	-10.5	/	2.7	-1.4	4.2	3.1	-3.7	9.8
CC(C)OCCCNC(=O)CN1C(=O)/C(=C/c2ccccc2)Sc2ccccc21	15.0	-3.3	-6.0	-1.7	-0.6	-0.4	-8.7	-1.2	-2.4	-31.0
COC(=O)Nc1ccc(SCC(=O)c2ccc(Cl)cc2)cc1	1.2	2.1	0.8	-1.1	-6.3	0.8	-2.4	25.8	/	-11.1
Cc1ccc(NC(=O)C(=O)Nc2ccccn2)cc1	4.3	0.8	4.6	-0.4	0.3	0.5	-0.5	-9.5	-4.5	8.2
CC1CC(C)CN(C(=O)CNC(=O)c2sc3ccccc3c2Cl)C1 (centres undefined)	-1.8	-5.3	-0.4	-1.4	-2.1	-0.7	-13.2	7.3	-3.7	-25.3
O=C(CCn1c(=O)oc2ccccc21)Nc1nccs1	7.9	-2.4	-3.2	-2.3	-6.1	2.5	1.9	27.4	-1.9	-2.4

Some of the entries so far, in markdown:
| SMILES | cardiac RTF act | Keap1 Nrf2 FP | RTF Ca sens inh | CAL PDZ FP-1 | PKA-R2B activ | C-LANA FP | DAGLB inh | Rtt109 Vps75 | CAL PDZ FP-2 | SR-BI uptake up |
| --- | --- | --- | --- | --- | --- | --- | --- | --- | --- | --- |
| O=C(COC(=O)c1c2c(nc3ccccc13)/C(=C\c1cccs1)CCC2)Nc1ccccc1 | 2.6 | -0.1 | -3.0 | -1.0 | 7.6 | 1.7 | -7.4 | -13.9 | -3.3 | -46.8 |
| Cc1ccc(C(C(=O)NC2CCCCC2)N(CCCN2CCOCC2)C(=O)c2snc(C(N)=O)c2N)cc1 (centres undefined) | 1.0 | -2.5 | 0.9 | -0.9 | 3.3 | 1.9 | 0.0 | -7.6 | -0.5 | / |
